# aSyn yeast inh = rescues yeast growth from alpha-synuclein toxicity. Potency, µM (titrated, usually from 46.1 µM), for inactives: at the highest dose growth rescue (activation), actives largely listed as activators. Yeast expressing alpha-synuclein, growth rescue, BacTiter-Glo, 24 h. 370,000 tested, 0.14% active. AID 652106; also: potency is read from the fitted curve at half-maximal effect; % of control where 0% means no effect; nearly all actives have a fitted effect of over 65% in size
#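 Rescue of yeast growth: cells expressing toxic alpha-synuclein, induced in galactose at OD600 0.02, incubated with compound 24 h at 30 C. ATP luminescence quantified growth; inhibitors of toxicity appear as activators.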
# KB-V1 cytotox = KB-V1 MDR subline cytotoxicity; KB-V1 MDR cells viability, CellTiter-Glo, 72 h; 400,000 tested, 3.4% active; Potency, µM (titrated, usually from 46.1 µM), without a hit: at the highest dose activity change, negative = cytotoxicity, actives largely listed as cytotoxic; AID 1347076; also: potency is read from the fitted curve at half-maximal effect; % is scaled to controls: 0 for no effect and ±100 for the full control effect; nearly all actives have a fitted effect of over 60% in size
#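 In this primary screen, KB-V1 cells overexpressing P-gp are incubated with library compounds (lowest to highest concentration) for 72 h at 37 degrees C before a luminescent ATP viability read.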
# GLP-1R inv ag = inverse agonists of human GLP-1 receptor. 410,000 tested, 1.6% active. AID 624417. Potency, µM (titrated, usually from 38.3 µM), for the others: top-dose activity change, negative = inhibition, most hits filed as inhibitors. HEK293 GLP-1R CRE-luciferase, luminescence, 24 h; GLP-1R form is constitutively active. P43220; also: potency is read from the fitted curve at half-maximal effect; % is scaled to controls: 0 for no effect and ±100 for the full control effect; nearly all actives have a fitted effect of over 55% in size
# Target sequence (P43220 whole entry, looked up): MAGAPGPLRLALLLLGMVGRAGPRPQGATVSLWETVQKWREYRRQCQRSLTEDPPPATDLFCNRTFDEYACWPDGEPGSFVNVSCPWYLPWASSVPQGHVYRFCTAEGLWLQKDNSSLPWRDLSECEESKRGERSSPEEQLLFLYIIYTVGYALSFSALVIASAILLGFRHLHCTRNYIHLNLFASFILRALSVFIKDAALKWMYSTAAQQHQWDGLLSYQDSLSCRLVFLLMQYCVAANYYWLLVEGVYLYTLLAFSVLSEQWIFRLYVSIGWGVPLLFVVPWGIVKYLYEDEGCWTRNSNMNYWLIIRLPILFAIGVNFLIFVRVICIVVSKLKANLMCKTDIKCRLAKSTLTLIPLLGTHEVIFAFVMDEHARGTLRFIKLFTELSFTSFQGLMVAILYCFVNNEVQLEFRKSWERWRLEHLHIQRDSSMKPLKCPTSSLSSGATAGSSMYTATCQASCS
#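 Cells are plated, allowed 12 hours at 37 deg C, then treated with compounds for 24 hr before luciferase detection reagent is added and luminescence is read after 12 min at room temperature. The HEK293 line carries constitutively active GLP-1R with a cAMP-responsive reporter.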
# PTHR1 ag = activates the human parathyroid hormone receptor PTHR1 | HEK293 GP2 PTHR1 cells, GloSensor cAMP luminescence, 1 h | Q03431 | 410,000 tested, 0.075% active | Potency, µM (highest dose often 115 µM), for inactives: top-dose activation, usual class: activators; also: potency is read from the fitted curve at half-maximal effect; nearly all actives have a fitted effect of over 55% in size; some results filed as inactive show a strong effect at the top dose; inactives centre near -15; many of its hits are not listed in these tables
# Target sequence (Q03431 whole entry, looked up): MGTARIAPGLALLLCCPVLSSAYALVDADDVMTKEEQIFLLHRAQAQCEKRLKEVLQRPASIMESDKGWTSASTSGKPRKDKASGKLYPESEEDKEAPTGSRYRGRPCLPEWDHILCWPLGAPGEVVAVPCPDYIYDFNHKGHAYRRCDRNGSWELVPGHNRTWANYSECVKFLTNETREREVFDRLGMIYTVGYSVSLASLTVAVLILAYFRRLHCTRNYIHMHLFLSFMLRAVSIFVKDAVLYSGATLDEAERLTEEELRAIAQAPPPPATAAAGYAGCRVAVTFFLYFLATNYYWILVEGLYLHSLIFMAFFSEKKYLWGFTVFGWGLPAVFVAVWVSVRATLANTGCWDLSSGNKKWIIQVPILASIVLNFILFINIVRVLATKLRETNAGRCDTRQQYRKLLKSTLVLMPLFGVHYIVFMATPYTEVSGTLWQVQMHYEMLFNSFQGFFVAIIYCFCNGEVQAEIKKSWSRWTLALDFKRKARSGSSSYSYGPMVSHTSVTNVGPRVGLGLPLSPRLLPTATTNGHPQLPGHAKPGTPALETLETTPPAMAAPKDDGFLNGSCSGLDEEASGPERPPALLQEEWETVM
#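 HEK-293-derived GP2 cells expressing PTHR1 and a GloSensor cAMP reporter, 3,000/well, plated overnight, given luciferin plus IBMX (each 0.5 mM as added) for 1 h at 37 °C, then compound for 1 h at 37 °C. Luminescence was read after 15 min at room temperature.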
# TDP-43 yeast inh = TDP-43 toxicity inhibition in yeast; TDP-43 expressing yeast growth rescue, BacTiter-Glo, 24 h; Potency, µM (doses to about 46.1 µM), without a hit: at the top dose growth rescue (activation), most hits filed as activators; 410,000 tested, 1.8% active; also: potency is read from the fitted curve at half-maximal effect; % of control where 0% means no effect; nearly all actives have a fitted effect of over 50% in size
#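 In this qHTS, compounds that restore growth of yeast expressing TDP-43 appear as activators. Cells (OD600=0.02, galactose medium, raffinose-pregrown) are incubated with compound 24 hr at 30 deg C and growth is quantified by BacTiter-Glo.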
# D3 ag = agonists of human D3 dopamine receptor; D3R DiscoveRx beta-arrestin cells, luminescence, 90 min; max activation, %; 410,000 tested, 0.58% active; AID 652048; in the data active = max activation above about 30%; also: 0% is about no effect; mostly tested at two doses, the higher about 12 µM
#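 Agonist mode: compounds and dopamine controls were applied to plated cells for 90 min at 37 degrees C after an overnight attachment at 1500 cells/well. Luminescent read-out followed 30 - 60 minutes at room temperature with DiscoveRx detection reagent.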
# GLP1R cytotox = cytotoxicity counter-screen for GLP-1 receptor inverse agonists | HEK293 cAMP-luciferase reporter cells, luminescence, 24 h | Potency, µM (series often up to 38.3 µM), inactives show at the highest dose activity change, negative = inhibition, actives largely listed as inhibitors | 410,000 tested, 0.13% active;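 also: loss of luciferase light is scored as toxicity; potency is read from the fitted curve at half-maximal effect; % is scaled to controls: 0 for no effect and ±100 for the full control effect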
#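 Quantitative HTS format, 1536 wells, 200 cells/uL seeded. Compounds: 23 nL, 24 h, 37 °C. Detection: luciferase reagent, luminescence at 12 min RT; decreased signal taken as cytotoxic.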
# GLP1R ag = agonists of human GLP-1 receptor; P43220; HEK293 GLP-1R CRE-luciferase, luminescence, 4-6 h; cells express a hypersensitive GLP-1R form; Potency, µM (doses to about 45.6 µM), without a hit: at the highest dose activation, most hits filed as activators; 380,000 tested, 0.007% active; AID 624172; also: potency is read from the fitted curve at half-maximal effect; % of control where 0% means no effect
# DRD3 antagonist = D3 dopamine receptor (human) antagonism; P35462; max response, negative = inhibition, %; AID 652054; D3R cells, DiscoveRx beta-arrestin luminescence, antagonist mode; stronger effect = lower value; 360,000 tested, 2.5% active; in the data active = max response below about -50%; inconclusive = no clear call, values can overlap the other calls; also: % is scaled to controls: 0 for no effect and ±100 for the full control effect; mostly tested at two doses, the higher about 12 µM
#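 Cells plated overnight at 1500 cells/well, then exposed to library compounds with dopamine controls for 90 minutes at 37 degrees C. DiscoveRx reagent added for 30–60 minutes at room temperature; luminescence read, quantitative HTS format.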
# Numbers without * were called inactive; i = inactive; ? = inconclusive; . = not tested or not shown; & = joins results of further samples; [ ] = dose if it differs, or a comment. Unless noted, calls follow the shape of the dose curve; as a rule, active = well fitted curve in the direction sought with a large enough effect; inconclusive = small, poorly fitted or top-dose-only effect, or another doubt; inactive = no such curve, though single readings can be large; an effect the other way counts as inactive or inconclusive.
Molecule	aSyn yeast inh	KB-V1 cytotox	GLP-1R inv ag	PTHR1 ag	TDP-43 yeast inh	D3 ag	GLP1R cytotox	GLP1R ag	DRD3 antagonist
CCC(=O)n1nc(-c2ccc(OC)cc2)nc1SC	5%	19%	49%[activator]	-22%[57.5 µM]	0%	1	2%	-9%	6
COC(=O)CN1C(=O)CSc2ccc(S(=O)(=O)Nc3ccc(Cl)cc3C)cc21	.	.	?	-61%[inhibitor]	7%	1	-1%	.	.
CC1(c2nnc(-c3ccc(Cl)cc3)o2)CC(c2ccc(Cl)cc2)=NO1 (stereo not drawn)	-2%	-19%	-5%	-8%	-6%	-27	-11%	-3%	-4
C[C@H](CO)N1C[C@H](C)[C@H](CN(C)C(=O)c2cc(-c3ccccc3)on2)OCc2cnnn2CCCC1=O	-1%	-17%	7%	-13%	-16%	-12	15%	1%	-20
O=C(c1ccccc1NS(=O)(=O)c1cccc(C(F)(F)F)c1)N1CCc2ccccc21	-14%	13%	25%	i	12%	9	-6%	-22%	12
CC1=CC2=NC(=O)/C(=C/c3cccs3)C(=N)N2O1	-6%	-5%	-22%	-4%	24%	-8	-22%	0%	4
CCn1c2ccccc2c2cc(NC(=O)CSc3nnc(C4CC4)n3Cc3ccco3)ccc21	4%	-15%	?	i	-12%	0	-1%	0%	-10
Cc1ccc(C(=O)O/N=C(\N)Cc2cccs2)cc1[N+](=O)[O-]	-74%[inhibitor]	29%	12%	i	?	5	-17%	16%	3
CN(C)c1ccc(-c2ccnc3c2CC(C)(C(=O)Nc2ccccc2)O3)cc1 (stereo not drawn)	1%	-3%	-6%	2%	15%	4	9%	6%	8
CS(=O)(=O)N1CC(C(=O)NN)Oc2ccc(Cl)cc21 (stereo not drawn)	-4%	5%	-6%	i	2%	-2	0%	-5%	?
CCN(c1ccccc1)S(=O)(=O)c1cccc(C(=O)NCC(c2ccco2)N2CCCC2)c1 (stereo not drawn)	-7%	?	?	-5%	-6%	-9	-9%	9%	-58*
CC1(C)COC(c2ccc(F)c([N+](=O)[O-])c2)=N1	6%	?	6%	-35%[inhibitor]	17%	5	?	-2%	18
COc1cccc(CN2CCC(C(=O)Nc3ccc(Oc4cccnc4)cc3)CC2)c1	-3%	.	?	-6%	-1%	-9	-29%	2%	?
Cn1c2ccccc2c(=O)c2ccc(F)cc21	14µM*	?	51%[activator]	-3%	-62%[inhibitor]	19	154%[activator]	11%	4
Cc1ccc2oc(C(=O)Nc3sc4c(c3C(=O)NCc3ccco3)CCC4)cc(=O)c2c1	.	-3%	-1%	i	15%	7	-11%	.	.
COc1ccc(NC(=O)CCc2c(C)nn(-c3ccc(N4CCOCC4)nn3)c2C)cc1	-7%	-18%	18%	-8%	9%	-1	?	11%	-14
COc1ccccc1/C=N/NC(=O)C(=O)Nc1ccccc1OC(F)(F)C(F)F	-4%	6%	-12%	i	23%	3	1%	-23%	0
O=C(Nc1ccc(Cl)cc1)C1CCN(C(=O)c2cccs2)CC1	-1%	1%	-24%	-7%	-8%	2	-1%	3%	3
CN(C)S(=O)(=O)n1cc(/C=C(\NC(=O)c2ccccc2F)C(=O)NCCCn2ccnc2)c2ccccc21	?	1%&0%	2%&-26%	i	4%&4%	1&1	0%&-4%	4%&-3%	2
COc1cccc(NC(=O)CN2C(=O)NC3(CCCCCC3)C2=O)c1	-3%	-12%	?	?	-21%	-2	-1%	11%	-3
O=C(NCCc1nc2ccccc2[nH]1)/C(=C/c1ccco1)NC(=O)c1ccco1	4%	?	28%	-23%	19%	2	-1%	1%	13
CS(=O)(=O)N1CCN(c2ccc(NC(=S)NC(=O)c3ccccc3[N+](=O)[O-])cc2)CC1	5%	1%	0%	i	-13%	8	6%	5%	0
Cc1nn2c(-c3cccc(NC(=O)c4ccco4)c3)nnc2c2ccccc12	-5%	-12%	4%	13%	?	4	-15%	25%	-20
FC(F)(F)c1cccc(CNc2ncccc2-c2nc3cc(Cl)ccc3o2)c1	3%	?	3%	-7%[57.5 µM]	-12%	2	3%	-2%	-28
CCCNC(=O)NC(=O)CSc1ncc(C(F)(F)F)cc1Cl	-1%	-12%	-14%	i	-12%	-15	-26%	-11%	-21
CC(=O)c1c(C)[nH]c(C(=O)CN2C(=O)NC(C)(c3ccc(C)cc3)C2=O)c1C (stereo not drawn)	4%	2%	4%	-10%	4%	-2	5%	3%	19
CCCCOC(=O)/C(C#N)=C/c1ccc(-c2cccc(C(F)(F)F)c2)o1	.	10%	-5%	-22%	25%	-3	24%	.	.
CN(c1ccccc1)S(=O)(=O)c1cc(C(=O)OCC(=O)c2c(N)n(C)c(=O)n(C)c2=O)ccc1Cl	-3%	16µM*	-13%	-15%	?	8	-23%	6%	10
CS(=O)(=O)NCC(c1ccco1)N1CCN(c2ccc(F)cc2)CC1 (stereo not drawn)	2%	-13%	-13%&-4%	-26%&-16%	-9%&-9%	-13&-2	-12%&11%	-2%	0
Cc1ccc(NC(=O)CSC2=C(C#N)C(c3ccc4c(c3)OCO4)C3=C(CCCC3=O)N2)c(C)c1 (stereo not drawn)	10%	1%	?	-4%	32%	-4	-14%	-5%	-6
CCOC(=O)N1CCN(CC(=O)Nc2c(C(=O)OC)[nH]c3ccc(Cl)cc23)CC1	1%	2.3µM*	?	-46%[inhibitor]	?	4	-25%	-5%	17
COc1cc(C)ccc1OCC(=O)Nc1nnc(C2CC2)s1	2%[1.84 µM]	-23%	7%	i	-4%	-7	0%	-6%	2
O=c1[nH]c2c(c(=O)n1-c1ccccc1)CCO2	0%	0%	29%	-61%[inhibitor]	10%	0	5%	1%	2
O=C(c1ccccc1)N1CCN(CC(O)Cn2ccc3ccccc32)CC1 (stereo not drawn)	-10%	-20%	-20%	-2%	-18%	-12	9%	7%	-13
O=C(C(=O)N1CCOCC1)c1cn(CC(=O)N2CCCCC2)c2ccccc12	1%	.	1%	-10%	20%	12	2%	-15%	18
CC(=O)c1nn(-c2cccc(Br)c2)cc1C(=O)c1cccc2ccccc12	-6%	-7%	5%	-1%	-4%	2	-16%	-12%	-12
Cc1ccccc1OCCCC(=O)Nc1ccc(N2CCOCC2)cc1	-8%	0%	0%	i	-1%	-4	4%	4%	-18
O=C(CCC1CCCN(C(=O)c2ccco2)C1)NCc1ccccc1F (stereo not drawn)	0%	8%	4%	-3%	0%	-6	-18%	7%	-7
Fc1ccccc1Nc1nc2ccccc2o1	-5%	?	?	-22%	-7%	3	3%	8%	-13
CCCCn1c(N)c(N(CC(C)C)C(=O)c2ccc(S(=O)(=O)N3CCCCC3)cc2)c(=O)[nH]c1=O	-1%	1%	15%	i	16%	-11	2%	4%	-3
COc1ccc(N(CC(=O)NCc2ccccc2C)S(=O)(=O)c2ccccc2[N+](=O)[O-])c(OC)c1	-5%	-9%	?	21%	4%	2	9%	0%	-21
CCOC(=O)Nc1cc(C(=O)OCC)c(C)nc1C	2%	1%	12%	i	-14%	-10	0%	3%	0
COC(=O)Cn1c(=NC(=O)c2cc(-c3cccs3)nc3ccccc23)sc2cc(S(N)(=O)=O)ccc21	0%	?	0%	i	7%	1	30%	-26%	4
COc1ccc(OC)c(CC(NC(C)=O)C(=O)NC2CCN(S(=O)(=O)c3ccc(NC(C)=O)cc3)CC2)c1 (stereo not drawn)	-1%	?	11%	i	-10%	4	-3%	-1%	9
O=C(Cn1cnc2cc([N+](=O)[O-])ccc2c1=O)N1CCN(S(=O)(=O)c2ccccc2)CC1	0%	-6%	-8%	-22%	-12%	0	-5%	11%	0
COc1ccc(-c2nc3sc(CCNC(=O)c4ccccc4C)c(C)n3n2)cc1	.	4%	10%	-40%[inhibitor]	4%	9	-7%	3%	.
CCN(CC)C(=O)CSc1nc2ccccc2c(=O)n1CCC(=O)N1CCN(c2ccccc2)CC1	1%	?	-5%[7.66 µM]	-10%	0%	-2	0%[7.66 µM]	0%	-14
CCCOc1cccc(C(=O)NCCCNC(=O)c2ccccn2)c1	0%	?	-8%	i	26%	-1	10%	3%	5
Cc1cccc(NC(=O)CNC(=O)c2cn(Cc3ccccc3)nc2-c2cccnc2)c1C	3%	-1%	16%	-20%	12%	7	1%	4%	6
O=C(Cc1cccc(NC(=O)C2CCCN(C(=O)C3CCCC3)C2)c1)Nc1cccc(C(=O)N2CCOCC2)c1 (stereo not drawn)	0%	0%	-1%	-10%	20%	5	3%	3%	9
C=CCNc1nc(Nc2ccc(-c3nc4ccccc4o3)cc2)nc(N2CCOCC2)n1	-32%[inhibitor]	5%	?	i	-5%	33*	-9%	1%	8
O=C(COC(=O)COc1cccc(C(F)(F)F)c1)NC1CCS(=O)(=O)C1 (stereo not drawn)	3%	?	1%	i	25%	1	0%	-7%	1
CC(C)(C)NC(=O)CN(Cc1ccc2c(c1)OCO2)C(=O)CNS(=O)(=O)c1ccccc1	-6%	-2%	20%	-12%	3%	6	-11%	1%	2
COc1ccc(CN2CCC(C(=O)Nc3ccc(Oc4ccccc4)nc3)CC2)cc1F	-3%	?	?	-32%[inhibitor]	10%	-3	-5%	10%	14
CC(=O)c1cccc(NC(=O)c2cccc3c(-c4cccc(C(N)=O)c4)coc23)c1	-4%	-6%	?	-33%[inhibitor]	9%	7	?	-11%	190

# Screens (PubChem)

# This is a subset; count on the stated rates, not on these rows.
